Bioassay records as filed in PubChem.
PTK2B oligo ant – antagonists of human Pyk2 oligomerization; Q293 cells, Pyk2 FERM NanoBiT luminescence; hits give low values; z-score (the deposit names both 25 µM and 10 µM); Q14289; hit rate 0.83% among 99,000; AID 1347419;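 active = Z-score of -3 or lower, scaled per plate to the spread of control and sample wells; inactive = z-score above -3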;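 also: negative z-score means lost luminescence so less FERM oligomerization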
hDAT+cocaine – human DAT dopamine uptake with cocaine, either direction; Q01959; LLC-PK1 hDAT cells, [14C]-dopamine uptake with cocaine IC80; actives deviate in either direction; B-score at 10 µM; hit rate 1.3% among 110,000; AID 449768;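 active = Z score or B-score, a plate-position-corrected score, falls beyond the plate's 99.7% confidence bounds, in either direction; inactive = both scores lie inside the 99.7% bounds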;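 also: scored against the spread of the other compound wells on the same plate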
Target sequence (Q01959 whole entry, looked up): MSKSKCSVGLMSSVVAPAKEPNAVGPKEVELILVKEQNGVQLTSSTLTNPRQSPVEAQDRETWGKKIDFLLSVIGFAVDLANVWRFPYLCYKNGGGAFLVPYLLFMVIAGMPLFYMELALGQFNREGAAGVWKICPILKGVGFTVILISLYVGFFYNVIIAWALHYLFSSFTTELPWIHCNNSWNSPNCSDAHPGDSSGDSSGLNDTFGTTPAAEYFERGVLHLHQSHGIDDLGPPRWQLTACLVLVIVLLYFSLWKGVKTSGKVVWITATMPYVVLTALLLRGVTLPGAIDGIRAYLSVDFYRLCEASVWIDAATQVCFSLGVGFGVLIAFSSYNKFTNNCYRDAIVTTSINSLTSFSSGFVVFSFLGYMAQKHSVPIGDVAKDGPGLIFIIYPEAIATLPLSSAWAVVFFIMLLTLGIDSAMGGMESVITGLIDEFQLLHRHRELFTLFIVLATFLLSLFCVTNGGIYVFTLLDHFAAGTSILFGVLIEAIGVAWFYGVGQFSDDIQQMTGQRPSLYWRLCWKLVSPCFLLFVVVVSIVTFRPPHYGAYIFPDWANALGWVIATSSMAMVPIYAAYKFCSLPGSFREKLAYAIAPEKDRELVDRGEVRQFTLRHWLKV
CYP2C9 act – CYP2C9 (human) activation; recombinant CYP2C9, luciferin-H conversion, luminescence; hits give high values; factor 1 = untreated enzyme, 0 = blocked; activation factor at 5 µM; hit rate 1.4% among 96,000;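 active = activation factor of 2 or more for CYP2C9 at a 5 µM dose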;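 also: 0 = sulfaphenazole-blocked wells and 1 = vehicle-only wells; values of inactives mirror those of a sister screen read the other way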
Target sequence (P11712 whole entry, looked up): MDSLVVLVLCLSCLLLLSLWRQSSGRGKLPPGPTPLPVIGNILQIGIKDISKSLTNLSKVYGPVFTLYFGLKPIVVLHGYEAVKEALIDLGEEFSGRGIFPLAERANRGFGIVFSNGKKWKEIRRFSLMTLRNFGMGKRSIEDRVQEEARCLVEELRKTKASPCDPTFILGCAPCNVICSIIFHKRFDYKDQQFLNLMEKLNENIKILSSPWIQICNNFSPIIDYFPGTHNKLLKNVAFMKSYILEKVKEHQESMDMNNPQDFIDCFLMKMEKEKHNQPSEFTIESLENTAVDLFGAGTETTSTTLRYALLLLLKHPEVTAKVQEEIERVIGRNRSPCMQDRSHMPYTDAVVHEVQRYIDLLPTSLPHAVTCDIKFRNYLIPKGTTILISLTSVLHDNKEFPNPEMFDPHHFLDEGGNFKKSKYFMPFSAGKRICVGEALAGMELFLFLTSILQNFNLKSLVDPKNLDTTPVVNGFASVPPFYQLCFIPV
PostGolgi yeast – growth inhibition of a yeast mutant, post-Golgi transport screen. post-Golgi transport phenotypic cell assay. inhibition, % at 10 µM. hit rate 0.9% among 98,000. AID 739;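 also: yeast cells grown in 1536-well plates; yeast grown about 18 h at 30C before absorbance read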
Ecoli WT expand – growth inhibitors of E. coli BW25113 wild type; OD600 absorbance; growth inhibition, % at 100 µM; hit rate 0.15% among 98,000; AID 710;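 active = growth inhibition above about 50% at one test dose, limit read from the data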;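 also: growth measured after 20 h incubation at 37 °C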
PTPN22 act – increases human PTPN22 phosphatase activity | activation, % at 2 µM | recombinant LYP, DiFMUP fluorescence; 0 = plate median, 100 = signal doubled | hit rate 0.11% among 96,000 | Q9Y2R2;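 active = activation at 2 µM above a set limit, the mean plus 5 SD, cut at about 37% in these data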
CYP2C9 inh – blocks human cytochrome P450 2C9; CYP2C9 Supersomes, luciferin-H conversion, luminescence; inhibition, % at 5 µM; hit rate 20% among 96,000; AID 777;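 active = blocking of liver enzyme CYP2C9 beyond about 50% at 5 µM, limit read from the data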; also: values of inactives mirror those of a sister screen read the other way
PTPN22 inh 2 – blocks human PTPN22 phosphatase activity. Q9Y2R2. recombinant LYP catalytic domain, DiFMUP fluorescence. inhibition, % at 2 µM. hit rate 0.21% among 96,000. AID 640;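 active = inhibition at 2 µM at or above a set limit, the screen mean plus 3 SD, cut at about 24% in these data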;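 also: 0% = DMSO with enzyme and 100% = enzyme fully blocked by orthovanadate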
PostGolgi ctrl – yeast control strain growth, post-Golgi counter-screen; efflux-deficient yeast background strain, growth absorbance A615, 16 h; inhibition, % at 10 µM; hit rate 5% among 98,000
* = called active by the depositor; nt = no result given. Rule as the data show it, unless noted: active = inhibition above about 30%; inactive = the rest.

| canonical_smiles | PTK2B oligo ant | hDAT+cocaine | CYP2C9 act | PostGolgi yeast | Ecoli WT expand | PTPN22 act | CYP2C9 inh | PTPN22 inh 2 | PostGolgi ctrl |
| --- | --- | --- | --- | --- | --- | --- | --- | --- | --- |
| O=C(CCN1C(=O)c2ccccc2C1=O)NCCN1CCOCC1 | 0.97 | -0.65 | 1.2 | 23 | 5 | -6 | -19 | 9 | -5 |
| Brc1cc(Br)c2nc(-c3cccs3)ccc2c1 | 0.31 | -0.44 | 1 | -7 | -13 | 4 | 5 | -2 | 13 |
| Cc1ccc(S(=O)(=O)N(C)CC(=O)O/N=C(\N)c2ccc([N+](=O)[O-])cc2)cc1 | 1.6 | 0.36 | 1.3 | -5 | 7 | 0 | -32 | 3 | 20 |
| O=C(Nc1ccc(Cl)cc1C(=O)NCc1cccnc1)c1ccco1 | 0.2 | 0.41 | 0.4 | 16 | 5 | -12 | 58* | 13 | 15 |
| Cc1nn(Cc2c(F)c(F)c(F)c(F)c2F)c(C)c1NC(=O)c1ccc(COc2ccccc2Cl)o1 | -0.46 | nt | 0.4 | -4 | -16 | -2 | 59* | 5 | 80* |
| Cc1ccc(SCC(=O)N(Cc2nc(-c3ccccc3)no2)C(C)C)cc1 | 0.19 | -0.42 | 0.2 | -5 | -4 | -9 | 79* | 7 | 30* |
| O=C(CSc1oc(-c2cccs2)nc1S(=O)(=O)c1ccccc1)NC1CCCCC1 | -0.16 | -0.35 | 0.7 | 3 | -6 | -4 | 28 | 2 | 16 |
| CCOC(=O)C1(C)/C(=N/Nc2ccccc2Cl)C(=O)C(=O)N1c1ccccc1 (centres undefined) | -1.6 | 0.13 | 0.9 | -14 | -2 | -3 | 6 | 6 | 21 |
| CC(c1ccccc1)n1cc(C(=O)NCc2cccnc2)nn1 (centres undefined) | -0.07 | 0.64 | 1.1 | 5 | 11 | -6 | -6 | 3 | -14 |
| CN(C)C(=O)CCc1nc2sc3c(c2c(=O)[nH]1)CCCC3 | 0.06 | nt | 0.7 | 0 | -1 | 3 | 27 | -2 | 3 |
| O=C(Cc1cccs1)Nc1ccc(N2CCOCC2)cc1 | -0.07 | 0.67 | 0.9 | 3 | -3 | -11 | 14 | 12 | 4 |
| Cc1cc(C(F)F)nn1CC(=O)N1CCSCC1 | 0.02 | 0.31 | nt | nt | nt | -1 | nt | 7 | nt |

Looked up above.
`O=C(Nc1ccc(Cl)cc1C(=O)NCc1cccnc1)c1ccco1` in hDAT+cocaine has 0.41
`O=C(CCN1C(=O)c2ccccc2C1=O)NCCN1CCOCC1` in PostGolgi ctrl has -5

Remaining list, next part
| canonical_smiles | PTK2B oligo ant | hDAT+cocaine | CYP2C9 act | PostGolgi yeast | Ecoli WT expand | PTPN22 act | CYP2C9 inh | PTPN22 inh 2 | PostGolgi ctrl |
| --- | --- | --- | --- | --- | --- | --- | --- | --- | --- |
| CCOc1ccc(NC(=O)CN(C)c2ccc(S(=O)(=O)N(C(C)C)C(C)C)cn2)cc1OCC | -0.9 | -0.57 | 0.4 | 1 | -6 | 5 | 57* | -6 | 7 |
| CCn1c(=O)cc(SCC(=O)Nc2ccc(OC)c(OC)c2)c2ccccc21 | -1.7 | 2 | 2* | 19 | -2 | -5 | -102 | 4 | 14 |
| Cc1ccc(Cn2nnc3c(=O)n(CC(=O)N4CCCc5ccccc54)cnc32)cc1 | 2.4 | -1.3 | nt | nt | nt | 3 | nt | -4 | nt |
| S=c1nc(-c2ccccc2)oc2c1CCCC2 | 0.25 | nt | 1.2 | 5 | -1 | 2 | -22 | 0 | 4 |
| COc1cccc(C(=O)Oc2cccc(N3C(=O)C4C5CC(C(Br)C5Br)C4C3=O)c2)c1 (centres undefined) | 0.03 | 0.17 | 1.6 | 5 | -7 | 1 | -56 | 2 | 5 |
| CC(=O)OC1c2ccccc2C(=O)N1c1ccccc1C (centres undefined) | nt | -0.0061 | 1 | 13 | 6 | 10 | -2 | -12 | 8 |
| CCCCCOC(=O)Nc1nnc(CCC)s1 | 0.19 | 1.3 | 0.9 | 7 | 5 | -4 | 15 | 1 | 7 |
| CCOC(=O)c1c(NC(=O)c2ccco2)n(C2CCCCC2)c2nc3ccccc3nc12 | -1.6 | 0.56 | 0.5 | -5 | 6 | 5 | 55* | -1 | 16 |
| O=C1C2CC=C(Cl)CC2C(=O)N1CN(Cc1ccco1)CN1C(=O)C2CC=C(Cl)CC2C1=O (centres undefined) | 0.15 | 0.051 | 0.7 | -8 | -10 | -15 | 33 | 15 | 7 |
| Cc1ccc(S(=O)(=O)N2CCN(C(=O)CN3CCCCC3)C2)cc1 | 0.1 | -0.04 | 1.1 | 0 | 7 | 3 | -8 | -1 | 3 |
| CCn1c(SCC(=O)Nc2ccc3c(c2)OCO3)nc2c(c1=O)SC(C)C2 (centres undefined) | nt | -0.31 | 0.2 | 6 | -2 | 2 | 84* | -3 | 74* |
| CCOC(=O)N1CCN(C(c2ccccc2)c2sc3nc(C)nn3c2O)CC1 (centres undefined) | -0.22 | -1.1 | nt | nt | nt | -4 | nt | 1 | nt |
| CCCCN(C)CCNC(=O)c1ccc2c(c1)NC(=O)C(N1CCCCC1)S2 (centres undefined) | 1.1 | 0.31 | 0.9 | 5 | 1 | 3 | 5 | -4 | 13 |
| CC(C)C1N(c2ccccc2)C(N)=C(C#N)C1(C#N)C#N (centres undefined) | 0.8 | -0.96 | 0.8 | -2 | 1 | -7 | 16 | 6 | 4 |
| O=C(CSc1nc(-c2ccccc2)c(-c2ccccc2)o1)N1CCOCC1 | -2.7 | 0.24 | 1.6 | 0 | 6 | 8 | -56 | -8 | 22 |
| COc1cccc(N(CC(=O)Nc2cccc(F)c2)S(C)(=O)=O)c1 | -1.2 | -0.21 | 0.5 | -11 | 5 | 5 | 45 | -7 | -5 |
| Cc1occc1-c1nnc(SCC(=O)Nc2ccccc2)n1Cc1ccccc1 | -0.84 | 0.65 | 0.4 | 5 | -2 | 1 | 62* | -4 | 7 |
| CC1Cc2nc(SCC(=O)Nc3ccc4c(c3)OCCO4)n(C)c(=O)c2S1 (centres undefined) | -0.76 | 1.1 | 0.5 | -2 | 3 | 6 | 52* | -5 | 6 |
| CCn1c(SCc2ccc(Cl)cc2Cl)nc2nc3c(cc2c1=O)CCCC3 | 1.9 | -1.8 | 0.6 | 2 | 2 | -7 | 43 | 10 | 6 |
| COc1cc(/C=N/NC(=O)c2cccs2)ccc1OCc1ccccc1 | -1.1 | 0.74 | 0.8 | 24 | -12 | -1 | 22 | 4 | 23 |
| CCC(C)(C)NC(=O)CN(C(=O)c1snc(C(N)=O)c1N)c1ccc2c(c1)OCCO2 | -1.8 | 0.088 | 0.4 | 8 | 6 | 1 | 64* | -2 | 2 |
| CC(=O)N1c2ccc(S(=O)(=O)CCC(=O)O)cc2CC1C (centres undefined) | 0.61 | -0.36 | 1.1 | -6 | 5 | -3 | -12 | 0 | 10 |
| COc1ccc(-c2ccnc(SCC(=O)Nc3ccccn3)n2)cc1 | 1.2 | 0.46 | nt | nt | nt | 3 | nt | -3 | nt |
| O=C(Nc1ccc(N2CCOCC2)c(Cl)c1)c1cc2ccccc2o1 | -2.3 | -0.16 | nt | nt | nt | -8 | nt | 7 | nt |
| O=C(CN(C(=O)CCC(=O)Nc1nccs1)c1ccc(F)cc1)NCc1ccco1 | 0.37 | -2.8* | 0.7 | 0 | -2 | -7 | 32 | 5 | 32* |
| CCc1nc(N)c(C#N)c(-c2cccc3ccccc23)c1C | -0.55 | -0.11 | nt | nt | nt | 0 | nt | -1 | nt |
| N#CC1=C(N)C(C#N)(C#N)C(c2cccnc2)C2CCCC=C12 (centres undefined) | nt | -0.12 | 0.7 | 3 | 9 | 12 | 30 | -14 | 14 |
| COc1ccccc1CC(=O)Nc1ccccc1O | 0.15 | -0.72 | 3.5* | -7 | 5 | 4 | -245 | -1 | 7 |
| C=COCCNC(=O)C1CC(=O)N(c2ccc(C)cc2)C1 (centres undefined) | 0.15 | -0.56 | 1.2 | 2 | 5 | -3 | -24 | 0 | 7 |
| CC(C)CSc1nsc(N)n1 | -0.35 | -0.2 | 1 | 12 | 7 | -3 | 4 | 5 | 2 |
| CCOC(Cn1c(-c2ccc(OC)cc2)nc2ccccc21)OCC | 0.74 | 0.78 | 0.1 | -8 | 10 | -9 | 86* | 12 | 13 |
| CN1C(=O)c2ccc(N(C)C)cc2C1=O | 0.04 | -0.002 | nt | nt | nt | 11 | nt | -12 | nt |
| CCCCCc1ccc(-c2ccc(C(=O)O)cc2)nc1 | -0.08 | 1.8 | nt | nt | nt | -9 | nt | 10 | nt |
| Cc1ccc(S(=O)(=O)N(C)c2ccc(C(=O)O)cc2)cc1 | 0.16 | 0.63 | 0.8 | -2 | 6 | 13 | 20 | -16 | -2 |
| Cc1cccc(NC(=O)c2ccc(S(=O)(=O)N(C)C)cc2)n1 | 0.67 | -0.26 | 0.9 | nt | nt | -7 | 10 | 7 | nt |
| NNC(=O)C1=NOC(CNc2ncc(C(F)(F)F)cc2Cl)C1 (centres undefined) | 0.32 | -0.29 | 0.8 | 9 | 4 | -19 | 17 | 19 | 4 |
| NC1=NCc2ccccc21 | 0.03 | -0.25 | 1.2 | -5 | -1 | 6 | -19 | -8 | -3 |
| COC(=O)CSc1nc(-c2ccc(F)cc2)cc(C(F)(F)F)n1 | -0.29 | 1.9 | nt | nt | nt | 9 | nt | -8 | nt |
| C(#Cc1ccc(C#CCN2CCCC2)cc1)CN1CCCC1 | 1.2 | -0.62 | 1 | 3 | 1 | 7 | -2 | -10 | -1 |
| O=S(=O)(NCCOc1ccc(F)cc1)c1ccc2c(c1)OCCO2 | -1 | -0.47 | 2.4* | 2 | 11 | 1 | -144 | -3 | 12 |
| Cc1nc(SCC(=O)Nc2ccc(F)cc2)c2oc3ccccc3c2n1 | 0.77 | 0.0093 | 0.2 | 0 | -5 | 13 | 84* | -14 | 0 |
| CC(C)Nc1oc(Cc2cccc3ccccc23)nc1C#N | 0.28 | 0.26 | 0.4 | 7 | -9 | -8 | 56* | 6 | 23 |
| CCC1c2ccc(C)n2CCN1C(=O)Nc1ccccc1C(=O)OC (centres undefined) | -0.73 | 0.0053 | 0.4 | nt | nt | 1 | 59* | -2 | nt |
| COc1ccc(-c2nc3ccccc3c(=O)o2)cc1OC | 0.75 | 0.67 | 0.9 | 2 | 4 | 1 | 14 | 3 | 5 |
| COc1ccc(CN2CC(C(=O)NCCCN3CCN(C)CC3)CC2=O)cc1 (centres undefined) | -0.18 | -1.9 | 0.9 | 3 | -6 | -4 | 10 | 5 | 5 |
| Cc1ccc(-c2ccc(=O)[nH]n2)cc1 | -0.11 | nt | nt | 8 | -1 | -1 | nt | 2 | 5 |
| COCCCn1c2nc3ccccc3nc2c2c(=O)n(Cc3ccc(Cl)cc3)cnc21 | -2.4 | -0.53 | 0.9 | -5 | -1 | -1 | 12 | -1 | 10 |
| Cc1cc(N2CCCCC2)n2ncc(-c3ccccc3)c2n1 | -0.33 | -0.11 | 1.5 | 18 | -5 | 0 | -46 | -3 | 4 |
| Cc1nc2cc(C(=O)OCC(=O)NC3CCS(=O)(=O)C3)ccc2n1-c1ccccc1 (centres undefined) | 0.84 | -0.064 | 0.8 | 0 | -2 | 1 | 18 | 2 | 10 |
| O=C(Cc1ccccc1[N+](=O)[O-])NCCSCc1c(F)cccc1Cl | -0.35 | 0.33 | 1.1 | -4 | -7 | 1 | -6 | 3 | 11 |
| COc1ccc(CC(NC(C)=O)C(=O)NC2CCN(C(=O)Nc3ccc(Cl)cc3)CC2)cc1OC (centres undefined) | 1.2 | -0.48 | 0.9 | 5 | 3 | -1 | 10 | 3 | 16 |
| OC(c1ccc(Cl)cc1)c1nnc(-c2ccccc2)o1 (centres undefined) | -1.4 | 0.71 | 0.1 | 5 | 22 | -6 | 88* | 3 | -10 |
| CC1(c2cc([N+](=O)[O-])cc([N+](=O)[O-])c2)CC(C)(C)N(C(=O)c2ccccc2)c2ccccc21 (centres undefined) | 1.5 | -0.029 | 0.9 | 2 | -9 | -10 | 10 | 8 | 21 |
| CC(=O)n1c2ccccc2c2c1c1ccccc1n2C | -0.09 | -0.042 | 0.8 | 9 | -9 | nt | 20 | nt | 9 |
